POLH inh: qHTS for Inhibitors of Polymerase Eta. DNA polymerase eta (Homo sapiens), Q9Y253. recombinant Pol eta, fluorescent DNA replication assay. Potency, µM (highest dose often 114 µM), for inactives: at the highest dose activity change, negative = inhibition, hits mostly inhibitors. hit rate 1.2% among 390,000. AID 588591, 2011; further: potency means the concentration at half of the fitted maximal effect; on the % scale 0 is the no-effect control and ±100 the full control effect
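Pol eta at 10 nM preincubated with compounds 15 min at room temperature; reaction started with fluorescent substrate (50 nM final) and read kinetically at 0 and 10 min.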
LDHA inh: qHTS assay for inhibitors of human lactate dehydrogenase | purified LDHA, NADH/diaphorase-resazurin fluorescence; stronger effect = lower value | activity change, % (values are at about 110 or 230 µM) | hit rate 0.15% among 480,000; in the data active means activity change below about -30%; inconclusive means mostly about -25% to -30%;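 further: plate controls were DMSO wells for no effect and wells without enzyme for full effect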
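Human LDH5 at 2 nM final in Tris HCl pH 7.4 with 0.06 mM NADH and 0.2 mM pyruvate, reacted 5 minutes at room temperature. Remaining NADH coupled via diaphorase/resazurin; resorufin fluorescence read at 0 and 20 minutes, normalized to enzyme-free and DMSO wells.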
GRP78 ERSR act: qHTS for Inducers of the Endoplasmic Reticulum Stress Response (ERSR) in Human Glioma: qHTS. U87-MG GRP78 promoter luciferase reporter, 16 h. Potency, µM, without a hit: at the highest dose activation, usual class: activators. hit rate 0.02% among 420,000; further: potency means the concentration at half of the fitted maximal effect; series mostly up to about 76 µM; % of control where 0% means no effect; nearly all actives have a fitted effect of over 35% in size
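Stably transfected U87-MG human glioma cells carrying a GRP78-based luminescent sensor were seeded at 1000 cells/well, pin-dosed with compounds and incubated 16 h. Luciferase reagent was then added, and end-point luminescence was read after 10 min at room temperature.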
Pol iota inh: qHTS for Inhibitors of Polymerase Iota; DNA polymerase iota (Homo sapiens), Q9UNA4; Pol iota fluorescent replication assay, 10 min; Potency, µM (titrated, usually from 115 µM), for the others: top-dose activity, negative = inhibition, hits mostly inhibitors; hit rate 1% among 390,000; AID 588590, 2011; further: potency means the concentration at half of the fitted maximal effect
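Fluorescent replication assay read twice, at 0 min and 10 min after adding 50 nM (final) substrate. Enzyme (10 nM) and compounds were first incubated 15 min at room temperature; enzyme-free buffer wells were negative controls.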
POLK inh: qHTS for Inhibitors of Polymerase Kappa | AID 588579, 2011 | hit rate 0.53% among 400,000 | DNA polymerase kappa (Homo sapiens), Q9UBT6 | purified Pol kappa, fluorescent DNA synthesis assay, 10 min | Potency, µM (doses to about 107 µM), for inactives: at the top dose activity, negative = inhibition, most hits filed as inhibitors; further: potency means the concentration at half of the fitted maximal effect; on the % scale 0 is the no-effect control and ±100 the full control effect
Target sequence (Q9UBT6 whole entry, looked up): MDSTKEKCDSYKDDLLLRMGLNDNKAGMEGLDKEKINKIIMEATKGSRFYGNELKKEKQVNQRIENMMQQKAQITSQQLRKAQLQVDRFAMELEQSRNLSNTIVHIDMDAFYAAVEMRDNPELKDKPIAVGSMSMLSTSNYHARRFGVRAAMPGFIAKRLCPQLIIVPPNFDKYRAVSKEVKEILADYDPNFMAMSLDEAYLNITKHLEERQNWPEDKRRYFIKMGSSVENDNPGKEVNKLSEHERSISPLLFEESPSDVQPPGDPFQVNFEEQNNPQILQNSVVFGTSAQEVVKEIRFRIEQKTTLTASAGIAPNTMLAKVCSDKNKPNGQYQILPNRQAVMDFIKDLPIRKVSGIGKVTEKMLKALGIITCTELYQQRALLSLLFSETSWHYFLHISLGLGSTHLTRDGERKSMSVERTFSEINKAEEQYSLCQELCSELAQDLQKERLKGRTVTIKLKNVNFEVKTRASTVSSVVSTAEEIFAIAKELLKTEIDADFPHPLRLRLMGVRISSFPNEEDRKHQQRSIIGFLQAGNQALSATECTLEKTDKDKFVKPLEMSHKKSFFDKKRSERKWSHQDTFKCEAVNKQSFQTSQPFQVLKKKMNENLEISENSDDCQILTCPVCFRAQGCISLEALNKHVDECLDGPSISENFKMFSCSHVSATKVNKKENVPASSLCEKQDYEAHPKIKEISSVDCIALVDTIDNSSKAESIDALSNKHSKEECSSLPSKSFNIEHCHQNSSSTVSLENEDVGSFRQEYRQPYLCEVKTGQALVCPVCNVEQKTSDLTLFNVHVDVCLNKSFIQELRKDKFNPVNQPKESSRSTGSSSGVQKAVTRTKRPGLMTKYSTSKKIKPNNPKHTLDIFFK
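Fluorescent qHTS in 1536-well format: enzyme (10 nM) and compound sat 15 min at room temperature before 50 nM substrate (final) was added. Signal taken at 0 and 10 min; no-enzyme buffer wells were negative controls.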
BLM helicase inh: qHTS Assay for Inhibitors of Bloom's syndrome helicase (BLM) | Potency, µM (series often up to 56.1 µM), for the others: top-dose activity change, negative = inhibition, actives largely listed as inhibitors | RecQ-like DNA helicase BLM (Homo sapiens), P54132 | hit rate 0.2% among 350,000 | AID 2528, 2010 | recombinant BLM DNA unwinding, fluorescence dequenching;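 further: potency means the concentration at half of the fitted maximal effect; plate controls were vehicle for no effect and no enzyme for full effect; nearly all actives have a fitted effect of over 35% in size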
APE1 inh: qHTS Assay for Inhibitors of the Human Apurinic/apyrimidinic Endonuclease 1 (APE1) | AID 2517, 2012 | Potency, µM (top dose mostly 65.8 µM), for the others: at the highest dose activity change, negative = inhibition, usual class: inhibitors | recombinant APE1, TAMRA/BHQ-2 abasic DNA cleavage fluorescence | hit rate 0.35% among 350,000;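 further: potency means the concentration at half of the fitted maximal effect; plate controls were vehicle for no effect and reference inhibitor for full effect; nearly all actives have a fitted effect of over 55% in size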
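Enzyme (0.75 nM final) and test compound are incubated 15 min at room temperature before adding 50 nM quenched THF abasic-site duplex. Cleavage dequenches TAMRA, followed at 525/598 nm over three reads one minute apart.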
Pol beta inh: qHTS Assay for Inhibitors of DNA Polymerase Beta. Pol beta primer extension/strand displacement, fluorescence kinetic. Potency, µM (highest dose often 114 µM), for inactives: at the highest dose activity change, negative = inhibition, hits mostly inhibitors. hit rate 1.3% among 340,000. AID 485314, 2010; further: potency means the concentration at half of the fitted maximal effect; on the % scale 0 is the no-effect control and ±100 the full control effect
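Homogeneous kinetic assay of primer extension and strand displacement by 10 nM Pol beta, preincubated 15 min at room temperature with compound before 50 nM substrate (final) was added. Read at 0 and 10 min; four-parameter Hill fit.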
Apoferritin bind: qHTS Assay for Identification of Novel General Anesthetics. hit rate 0.074% among 350,000. apoferritin/1-aminoanthracene competitive binding, fluorescence. Potency, µM (titrated, usually from 77.5 µM), without a hit: top-dose activity change, negative = displacement, most hits filed as inhibitors; further: potency means the concentration at half of the fitted maximal effect; on the % scale 0 is the no-effect control and ±100 the full control effect; nearly all actives have a fitted effect of over 20% in size
Target sequence (P02791 2-175 limits assumed): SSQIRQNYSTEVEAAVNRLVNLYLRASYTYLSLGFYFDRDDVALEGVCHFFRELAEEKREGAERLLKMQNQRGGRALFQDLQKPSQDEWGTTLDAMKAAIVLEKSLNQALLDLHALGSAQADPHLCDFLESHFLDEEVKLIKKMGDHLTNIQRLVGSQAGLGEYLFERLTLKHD
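Steps: apoferritin (10 uM) was premixed with half-saturated 1-AMA in PBS, compounds were pin-transferred, plates stood 10 min at room temperature, fluorescence was read at 380/535 nm, and curves were fitted with a Hill equation.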
* hit, by the source's call; ? = inconclusive; nt = no result given; & = joins results of further samples; [ ] = remark or other dose. Unless noted, the call rests on the fitted dose curve; in most records, active means well fitted curve in the direction sought with a large enough effect; inconclusive means small, poorly fitted or top-dose-only effect, or another doubt; inactive means no such curve, though single readings can be large; an effect the other way counts as inactive or inconclusive. This is a subset, so the mix of outcomes need not match the whole.

SMILES | POLH inh | LDHA inh | GRP78 ERSR act | Pol iota inh | POLK inh | BLM helicase inh | APE1 inh | Pol beta inh | Apoferritin bind
O=C(CN1C(=O)c2ccccc2C1=O)Nc1ccccc1C(=O)NC1CCCCC1 | 0% | -1 | -4% | 10% | 6% | 0% | 0% | 70% | -6%
CCN(CC)S(=O)(=O)c1ccc2c(c1)N(CC(=O)NCCCN1CCN(c3cc(Cl)ccc3C)CC1)C(=O)CO2 | ? | -3 | -4% | 40%[activator] | -4% | -5% | nt | 1% | ?
Cc1csc(=O)n1CCC(=O)OCC(=O)Nc1ncc(Cl)cc1Cl | 22µM* | -3 | -2% | ? | ? | nt | -6% | nt | nt
Cc1ccc(S(=O)(=O)N2CCN(CC(O)c3ccccc3)CC2)cc1 (stereo unspecified) | -15% | -6 | -4% | 185%[activator] | -6% | 1% | -1% | 2% | -6%
c1cncc(-c2nc(Oc3ccc(-c4nnco4)cc3)c3c4c(sc3n2)CCCC4)c1 | nt | nt | nt | nt | nt | -1% | -2% | 7% | -10%
Cc1ccn(CCC(=O)NC2CC(C)(C)Cc3c2cnn3-c2ccccc2C)n1 (stereo unspecified) | -3% | -2 | -1% | 24% | 7% | -1% | 47%[activator] | 26% | -8%
C=C(C)CC1(NC(C)c2ccccc2)CCCCC1 (stereo unspecified) | -5% | 3 | -4% | 7% | 9% | 4% | 5% | 18% | -3%
Cc1oc2ccc(OCc3ccccc3Cl)cc2c1C(=O)O | 3% | 1 | 2% | -5% | -12%[60.1 µM] | -3% | 35% | 20% | 6%
O=C(NCCC1=CCCCC1)c1ccc(CN2CCOCC2)cc1 | 8% | 0 | -6% | 6% | -7% | 5% | 13% | 4% | -7%
O=C(CN(C(=O)c1csnn1)c1ccc(F)c(Cl)c1)NC1CCCCC1 | -7% | 0 | 0% | 22% | 11% | -4% | 20% | 28% | -14%
O=C(NCCS(=O)(=O)NCc1ccc(Cl)cc1)c1ccccc1 | -13% | 4 | 2% | 20% | 7% | nt | -3% | nt | nt
CS(=O)(=O)N(CC(=O)N1CCCC1)c1ccc(OCc2ccccc2)cc1 | -7% | 5 | -1% | -2% | -6% | -4% | 7% | -16% | -5%
COCCn1c(C)cc(O)c(C(c2ccccc2)N2CCN(c3ccc(F)cc3)CC2)c1=O (stereo unspecified) | -9% | 5 | -3% | 12% | -10%[60.1 µM] | 2% | nt | 2% | 0%
O=c1[nH]c2ccc(NS(=O)(=O)c3ccc(F)cc3)cc2s1 | -2% | -10 | 0% | 0% | -6%[60.1 µM] | 1% | nt | ? | ?
Cc1ccc(C)c(C(=O)CC2(O)C(=O)Nc3ccccc32)c1 (stereo unspecified) | -7% | -3 | 0% | -10% | -6% | -4% | 0% | 0% | -15%

Single values from the list.
GRP78 ERSR act, `O=C(CN1C(=O)c2ccccc2C1=O)Nc1ccccc1C(=O)NC1CCCCC1` → -4%
LDHA inh, `O=c1[nH]c2ccc(NS(=O)(=O)c3ccc(F)cc3)cc2s1` → -10
APE1 inh, `Cc1ccc(C)c(C(=O)CC2(O)C(=O)Nc3ccccc32)c1` (stereo unspecified) → 0%

Limited to GRP78 ERSR act and BLM helicase inh (three entries from above):
canonical_smiles	GRP78 ERSR act	BLM helicase inh
O=C(CN(C(=O)c1csnn1)c1ccc(F)c(Cl)c1)NC1CCCCC1	0%	-4%
O=c1[nH]c2ccc(NS(=O)(=O)c3ccc(F)cc3)cc2s1	0%	1%
O=C(NCCS(=O)(=O)NCc1ccc(Cl)cc1)c1ccccc1	2%	nt

The list goes on:
SMILES | POLH inh | LDHA inh | GRP78 ERSR act | Pol iota inh | POLK inh | BLM helicase inh | APE1 inh | Pol beta inh | Apoferritin bind
COC(=O)C1=C(C)NC(=O)/C1=C\c1cc(C)n(-c2ccccc2F)c1C | -7% | -6 | 9% | 79%[activator] | -5% | -4% | 3% | 17% | -8%
Cc1cc(=O)oc2cc(OC(C)C(=O)Nc3ccc(C(N)=O)cc3)ccc12 (stereo unspecified) | 9% | -15 | -1% | ? | 1% | nt | 49%[activator] | nt | nt
COc1ccc(NS(=O)(=O)c2cccc(C(=O)N3CCCC(C)C3)c2)cc1 (stereo unspecified) | -4% | -1 | -7% | 28% | -1% | nt | -2% | nt | nt
CCn1c(N2CCN(S(=O)(=O)c3ccc(F)cc3)CC2)nc2ccccc21 | -3% | -14 | -1% | 136%[activator] | -12% | -1% | 4% | -1% | -18%
Cc1cc(N2C(=O)C(O)=C(C(=O)c3cc4ccccc4o3)C2c2ccc(Cl)cc2)no1 (stereo unspecified) | -22% | 0 | 1% | 10% | 11% | -18% | -9% | 13% | -9%
CN(C(=O)Nc1ccc(Cl)cc1Cl)[C@H]1c2cc(Br)ccc2OC[C@H]1CO | -21% | -2 | -3% | 16% | -8% | -14% | -7% | -14% | -8%
Cn1c(CCC(=O)O)nc2cc(S(=O)(=O)N3CCCC3)ccc21 | 0% | -8 | 1% | 5% | -13% | nt | 2% | nt | nt
CC1CCCC(C)N1/N=C/c1ccc(N(C)C)cc1 (stereo unspecified) | -22% | -4 | 3% | 137%[activator] | -2% | -7% | 2% | -18% | ?
COc1ccc(-c2nc3c(c(SCC(=O)N4CCOCC4)n2)COC(C)(C)C3)cc1 | 4% | 0 | -1% | 17% | -5% | 1% | -5% | 1% | -5%
NS(=O)(=O)c1cccc(NC(=O)c2cccc(Oc3ccccc3)c2)c1 | -16% | -20 | -6% | 35%[activator] | -6% | -8% | -21% | 12% | -7%
CCOc1ccc(NC(=O)CCS(=O)(=O)c2ccc3nc(C)sc3c2)cc1 | -15% | 4 | -3% | -4% | ? | -8% | nt | 20% | 5%
O=C(NCC(=O)N1CCOCC1)c1ccc(Cl)c(Cl)c1 | -13% | -3 | 1% | 23% | -14% | nt | 0% | nt | nt
CCCC(=O)Nc1ccc(-c2nc3ncccc3o2)cc1C | -5% | -10 | -2% | -1% | -6% | 1% | nt | 33% | -7%
COc1ccc(CNC(=O)[C@H](Cc2ccccc2)NC(=O)C2CCNCC2)cc1 | -1% | -5 | 0% | 5% | -12% | 2% | -14% | 18% | 0%
O=C(NC(=S)Nc1ccccc1)c1cccs1 | -20% | -13 | -1% | 13% | -4% | -1% | -17%[12.4 µM] | 20% | 8%

An excerpt from above in order of the Apoferritin bind value, ascending.
Compound	POLH inh	Pol iota inh	POLK inh	BLM helicase inh	APE1 inh	Pol beta inh	Apoferritin bind
Cc1cc(N2C(=O)C(O)=C(C(=O)c3cc4ccccc4o3)C2c2ccc(Cl)cc2)no1 (stereo unspecified)	-22%	10%	11%	-18%	-9%	13%	-9%
CCCC(=O)Nc1ccc(-c2nc3ncccc3o2)cc1C	-5%	-1%	-6%	1%	nt	33%	-7%
COc1ccc(-c2nc3c(c(SCC(=O)N4CCOCC4)n2)COC(C)(C)C3)cc1	4%	17%	-5%	1%	-5%	1%	-5%

(cont.)
SMILES | POLH inh | LDHA inh | GRP78 ERSR act | Pol iota inh | POLK inh | BLM helicase inh | APE1 inh | Pol beta inh | Apoferritin bind
CCOc1ccc(Nc2nc(CC(=O)OC)cc(=O)[nH]2)cc1 | 7% | 1 | -3% | 10% | -3% | -1% | -6% | -15% | 5%
COc1ccc(-c2nnc(SCC(N)=O)n2N)cc1 | -11% | 0 | -4% | 33%[activator] | 0% | 0% | 1% | -13% | -13%
COc1ccc(-c2nc(NC(=O)c3ccc(OCC(=O)Nc4ccc(F)cc4)c(OC)c3)sc2C)cc1 | -9% | 0 | -3% | -2% | 3% | -3% | 4% | 85% | -9%
COc1ccc(NC(=O)Cn2c(C)cc(=O)c3ccccc32)cc1 | -3% | -1 | -3% | ? | ? | 2% | -2% | 1% | 4%
Cc1ccc2c(c1)NC(=O)C(CC(=O)NCCCN1CCc3ccccc3C1)O2 (stereo unspecified) | -4% | 3 | 0% | 7% | 2% | -6% | -2% | 9% | -11%
Brc1ccc(Oc2nsnc2N2CCOCC2)cc1 | -3% | -1 | -2% | 1% | -12% | 3% | -2% | 8% | ?
O=C(CSc1nc2ncccc2[nH]1)NCCc1ccccc1 | -10% | 1 | -5% | 17% | -4% | -1% | 11% | 29% | -5%
CCN(C[C@H]1N[C@@](Cc2ccccc2)(C(=O)OC)[C@H]2C(=O)N(Cc3ccccc3)C(=O)[C@@H]12)S(=O)(=O)c1ccc(-c2ccccc2)cc1 | -11% | -6 | -2% | 22% | 2% | nt | 29% | nt | nt
O=C(NC(=S)NCc1cccnc1)c1cccc2ccccc12 | -4% | -7 | -2% | 20% | -14% | -1% | -4% | ? | -5%
CCOc1ccc(NC(=O)C2CCCN(S(=O)(=O)c3c(C)n[nH]c3C)C2)cc1 (stereo unspecified) | -20% | -1 | 0% | -2% | 10% | 1% | 19% | 3% | -6%
CCO/C=C1\SC(=S)N(c2ccc(Cl)cc2)C1=O | -9% | -1 | -2% | 25µM* | -15% | -6% | ? | ? | 4%
Cc1cn2c(=O)c(S(=O)(=O)NCc3ccccc3Cl)c(C)nc2s1 | -7% | -10 | -4% | 21% | 0% | 0% | nt | 44% | 5%
CSc1nnc(NC(=O)c2nc(S(=O)(=O)Cc3ccc(C)cc3)ncc2Cl)s1 | -22% | -7 | -19% | ? | 0% | -4% | 55%[activator] | 12% | -8%
CCOC(=O)N1CCC(NC(=O)CNS(=O)(=O)c2ccc(Br)s2)CC1 | -9% | -5 | -6% | 15% | -5% | 2% | -1% | -1% | -11%
CSc1nc2c(c(=O)[nH]c(=O)n2C)n1CCCc1ccccc1 | 3% | -2&3 | -1% | ? | -5% | -3% | -2% | 50% | -14%

Screens from PubChem.
